Screening data as filed in PubChem BioAssay.
T cell modulator = T cell immune modulators affecting CD8 T cell-vesicle binding; calls only at 7 µM; 2C CD8+ T cell-vesicle binding, flow cytometry; hits give low values; hit rate 0.068% among 330,000;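 active means response, share of CD8 T cells binding vesicles, and their 90th percentile fluorescence all below set limits, cut at about 80% in these data, passing the limit was not always enough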
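incubation = binding step 1.5 h, 37 °C, antibody labelling 20 min, ice | test system = 2C mouse CD8+ T cells | read-out basis = percent CD8+ FL2 mean versus row control | controls = Peptide-free naked vesicles (low) and QL9 vesicles with 0.7% DMSO vehicle (high) | detection = flow cytometry of vesicle-bound cells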
WT yeast gro inh = growth inhibition of WT yeast, mitochondrial fusion screen. mitochondrial fusion phenotypic screen, WT strain. inhibition, % at 10 µM. hit rate 2.1% among 190,000. AID 1362; in the data active means inhibition above about 58%; tested in S. cerevisiae
b-catenin transl = beta-catenin nuclear translocation modulation. HeLa beta-catenin nuclear translocation, immunofluorescence imaging. nuclear translocation activity, % at 5 µM. hit rate 0.3% among 190,000. AID 1665;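 active means nuclear translocation activity above 50% at 5 µM, with a well cell count of 50 or more; inconclusive means wells under 50 cells across six images, flagged as toxic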;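 further: per-cell ratio of nuclear to cytoplasmic median beta-catenin stain intensity; plate controls were DMSO negative control for no effect and GSK-3 inhibitor IX positive control for full effect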
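Technique: fluorescence imaging of beta-catenin antibody stain plus DAPI / Material: human HeLa cell line / Incubation: compound treatment 24 h, 37°C, 5% CO2 / Read-out basis: % activation of per-cell nuclear versus cytoplasmic median beta-catenin signal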
M1AAP inhibition = malaria alanyl aminopeptidase activity blockers – biochemical, fluorogenic H-Leu-NHMec substrate, 1536-well (AID 1445). recombinant M1AAP, H-Leu-NHMec fluorogenic kinetic assay; higher % means a stronger effect. inhibition, % at 30 µM, or IC50 in µM where a hit was titrated. hit rate 0.42% among 220,000;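 active means primary inhibition above the hit cutoff, then over 50% inhibition at one or more dose response concentrations, cut at about 23% in these data, passing the limit was not always enough; inconclusive means conflicting primary data, or primary hits not chosen for dose response; inactive means low primary inhibition, or under 50% at every dose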;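 further: plate controls were DMSO full reaction for no effect and no enzyme background for full effect; strong numbers were not always called active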
MT stabilize HCS = stabilizes microtubules in HeLa cells; HeLa tubulin immunostaining HCS, 24 h; share of cells brighter than vehicle mean+2SD; hit rate 0.83% among 200,000; AID 2205; % tubulin-high responders, % at 10 µM;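 active means plate Z-score above 3 for both tubulin-high and condensed-nucleus cell shares, with cell loss under 80%, at 10 µM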;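 further: anti alpha tubulin signal scored within the nucleus-defined area of each cell; some results filed as inactive read as strong as hits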
Dynein transport = blocks dynein driven cargo transport along microtubules; 3617.4 mouse cells, GR-EGFP nuclear translocation imaging; test concentration mostly 20 µM; stimulated with dexamethasone, 1 µM; hits give low values; z-score, hits read low; hit rate 0.47% among 220,000; AID 1381;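 active means plate z-score of nuclear minus cytoplasmic receptor signal below a set negative limit, without overly bright fluorescence or cell loss, cut at about -3.5 in these data, passing the limit was not always enough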;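 further: z-score of nuclear minus cytoplasmic ring GR-EGFP intensity difference per well; some compounds called inactive have numbers as strong as hits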
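Buffer or medium – tet-free medium with charcoal-stripped serum · Signal – automated 10x imaging of fixed Hoechst-stained cells · Also added – dexamethasone agonist, 1.0 µM final, for 30 min · Incubation – induction 48 h, compound 1 h, agonist 30 min · Read-out – GR-EGFP nuclear translocation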
P. falciparum M17LAP = P. falciparum M17LAP inhibitors, primary screen, biochemical, fluorogenic H-Leu-NHMec substrate, 1536-well (AID 1619) | recombinant M17LAP, H-Leu-NHMec fluorogenic kinetic assay; higher % means a stronger effect | inhibition, % at 30 µM; hits with a dose series show IC50 in µM | hit rate 0.38% among 220,000;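 active means compound inhibiting the enzyme by more than half at any dose during confirmatory dose-response retesting; inconclusive means strong single-dose inhibitors picked by rank but not retested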;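 further: plate controls were full reaction with DMSO carrier for no effect and no enzyme background for full effect; strong numbers were not always called active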
Yfh1-depleted yeast = enhancers of respiration in Yfh1-depleted yeast, dose response, Friedreich's ataxia, plus single-dose screen (AID 1465); S. cerevisiae Yfh1-off respiration, WST-1 reduction, 72 h; higher fold induction means a stronger effect; hit rate 0.074% among 220,000; fold induction at 50 µM, or EC50 in µM where a hit was titrated;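 active means fold induction of absorbance versus untreated yeast above a set limit, then at least 30% activation at any dose in follow-up; inconclusive means repeats straddling the limit, or above it without dose testing; inactive means fold induction below the set limit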;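 further: activators that raise dye reduction in frataxin-depleted yeast; strong numbers were not always called active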
Autophagy HCS = autophagy modulation, high-content screen; MEF GFP-LC3 puncta imaging; test concentration mostly 10 µM; calls only at 10 µM (by protocol); hit rate 0.98% among 190,000; AID 463193;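 active means percentage of spot-positive cells more than 3 SD above its plate mean, without a fluorescence outlier flag or 80% toxicity; inconclusive means no clear call, values can overlap the other calls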;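 further: spot-positive cell cutoff set from DMSO-treated cells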
WT yeast gro inh mutant strain = recorded beside WT yeast gro inh, whose call it bears; inhibition, %; mitochondrial fusion phenotypic screen, mutant strain inhibition
Dynein transport cytoplasmic EGFP = also measured in Dynein transport; calls as there; z-score; measured here: cytoplasmic GR-EGFP intensity; hits give high values
Dynein transport nuclear GR-EGFP = recorded beside Dynein transport, whose call it bears; z-score; measured here: nuclear GR-EGFP intensity;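 lower value marks the stronger effect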
Dynein transport cell count = second read-out of Dynein transport, no call of its own (marks repeat the call); z-score; measured here: cell count per field
b-catenin transl cell count 5 µM = second read-out of b-catenin transl, no call of its own (marks repeat the call); cell count; measured here: cell count, cytotoxicity flag
T cell modulator vesicle-bound % = further read-out of T cell modulator, marked with its call; double positive events, %; measured here: CD8+ vesicle-bound cell fraction;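 binding gate set so that unloaded-vesicle control wells show 10% double positive cells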
MT stabilize HCS Hoechst-high % = also measured in MT stabilize HCS; calls as there; % Hoechst-high responders; measured here: nuclear condensation Hoechst responders;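 share of cells brighter than vehicle mean plus two SD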
MT stabilize HCS cytotoxicity % = recorded beside MT stabilize HCS, whose call it bears; toxicity, %; measured here: cytotoxicity by cell density;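 0% = mean cell density of plate MIN control wells and 100% = no cells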
Autophagy HCS cell loss 18 h = recorded beside Autophagy HCS, whose call it bears; toxicity, %; measured here: cell loss, nuclei count;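 cell loss after 18 h compound exposure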
The depositor's hits bear a star; i = inactive; ? = inconclusive; . = no result given; + = active, no number.

SMILES	T cell modulator	T cell modulator vesicle-bound %	WT yeast gro inh	WT yeast gro inh mutant strain	b-catenin transl	b-catenin transl cell count 5 µM	M1AAP inhibition	MT stabilize HCS	MT stabilize HCS Hoechst-high %	MT stabilize HCS cytotoxicity %	Dynein transport	Dynein transport cytoplasmic EGFP	Dynein transport nuclear GR-EGFP	Dynein transport cell count	P. falciparum M17LAP	Yfh1-depleted yeast	Autophagy HCS	Autophagy HCS cell loss 18 h
C=CCn1c(C)nnc1SCC(=O)c1[nH]c(C)c(C(C)=O)c1C	i	2	5	10	-0.4	1074	1%	3.0	2.1	7.3	0.15	-0.39	0.4	1	5%	i	i	-7
O=C(NCCC1=CCCCC1)C1CCN(S(=O)(=O)c2ccc(Br)s2)CC1	i	3	10	-2	-6.2	607	13µM*	2.9	3.4	7.5	0.31	-0.088	1.4	-1.3	12%	i	i	15
COc1cccc(NC(=O)CSCc2n[nH]c(=O)[nH]2)c1	i	42	-15	1	.	.	12%	1.1	2.0	6.3	-0.39	-0.28	-0.26	1.1	15%	i	i	2
C/C(=N\NC(=S)Nc1ccccc1C)c1ccc(O)cc1	i	63	2	0	-1.0	1157	5%	3.4	4.7	0.2	-1	-0.26	-0.85	0.5	7%	i	i	21
COc1ccc(S(=O)(=O)Nc2ccc(S(=O)(=O)Nc3ccc(F)cc3)cc2)cc1C	i	55	5	-15	-2.4	1263	9%	2.9	1.6	5.4	-0.92	-0.24	-0.85	-0.17	7%	i	i	-4
COc1cc(C(=S)N2CCN(c3ccccc3Cl)CC2)cc(O)c1O	i	55	-3	9	1.7	986	11%	4.6	2.4	11	-0.21	-0.25	-0.3	-0.28	12%	i	i	4
COc1cc(/C=C/C(=O)OCC(=O)NCCN2C(=O)CSC2=O)ccc1OC(F)F	i	30	0	7	-2.0	1071	-2%	2.6	1.3	2.2	0.48	-0.21	0.22	-0.49	-3%	i	i	-27
COc1cccc(NC(=O)COC(=O)c2cccnc2)c1	i	4	-12	6	1.7	1112	9%	3.4	3.3	23	-0.93	-0.23	-0.61	0.27	21%	i	i	-3
O=C(C1=C[C@@H](c2coc3ccccc3c2=O)C[C@@H](OCc2ccc(CO)cc2)O1)N1CCCCCCC1	.	.	-25	-19	-2.8	1217	12%	3.7	2.8	5.0	-0.46	-0.28	0.036	0.47	7%	.	i	8
CCOP(=O)(OCC)C(Nc1ccccn1)c1ccc(F)cc1 (stereo unspecified)	i	44	-11	-8	-0.7	991	-5%	2.6	2.3	6.1	-0.28	-0.21	-0.23	-0.21	0%	i	i	16
Cc1cc(N2CCOCC2)nc(SCC(=O)c2ccccc2)n1	i	15	15	2	-2.6	963	1%	3.0	1.2	1.2	0.76	-0.21	1.2	-0.024	6%	i	i	-73
CC(=O)Nc1ccccc1C(=O)N1CCN(c2cccc(C)c2C)CC1	i	10	2	-8	-1.0	1049	8%	2.2	2.0	7.2	-0.16	-0.33	0.04	0.47	6%	i	i	-3
COc1ccc(-n2cc(C(=O)O)c(=O)cc2C)cc1	i	60	-15	-1	0.6	1102	-1%	2.3	1.8	8.0	-0.9	-0.19	-0.4	0.68	-6%	.	i	-2
O=C1CCC(=O)N1c1ccc(NCCc2ccccc2F)c([N+](=O)[O-])c1	i	19	-4	-7	0.0	1000	3%	2.2	2.4	5.4	-0.5	0.68	-0.069	0.53	17%	i	i	31
COc1ccccc1-c1cn(S(=O)(=O)c2ccc(F)cc2)nc1N	i	44	-11	-42	0.7	1195	-1%	2.3	0.0	56	-0.87	-0.28	-0.22	-0.0025	15%	i	i	10
O=c1oc2cc(O)ccc2cc1-c1ccc(F)cc1	i	54	-2	4	0.2	908	?	3.8	1.4	0.9	1.4	0.34	1.9	-2.8	-35%	i	i	-1
C=CCn1c(CSc2nc3ccccc3s2)nnc1SCC(=O)NCCN1CCOCC1	i	57	-11	11	-0.3	1206	13%	3.6	2.8	5.7	-0.12	-0.23	-0.079	0.98	18%	i	i	-11
CCOC(=O)C1=C(C)NC(=O)NC1c1ccc(OCC(N)=O)cc1 (stereo unspecified)	i	26	-13	-10	-1.8	1274	1%	3.5	2.3	7.3	1.4	-0.18	0.62	-0.63	4%	i	i	3
CC(C)(C)NC(=O)CCCSc1nc2ccccc2s1	i	29	0	-7	0.7	1086	4%	4.1	1.8	5.1	1.1	-0.076	0.74	-1.3	2%	i	i	2
COC(=O)c1cn(-c2ccccc2)nc1-c1ccccc1	i	45	4	7	.	.	3%	3.1	2.8	5.7	1.2	-0.27	0.63	0.27	-1%	i	i	-3
Cc1cccc(NC(=S)NNC(=O)COc2ccc(Cl)cc2Cl)c1	i	49	63*	12*	-1.6	1111	3%	1.7	1.9	7.8	-0.73	-0.31	-0.58	0.89	-8%	i	i	3
CN1CCCC(OC(=O)c2cccc(Cl)c2)C1 (stereo unspecified)	i	52	.	.	-2.8	998	-5%	.	.	.	-0.21	-0.22	-0.13	0.43	3%	i	.	.
CCC(=O)/C=C1\Sc2ccccc2N1CC	i	38	11	-16	-3.9	522	17%	4.8	0.9	6.6	0.24	0.069	0.69	-0.23	47%	i	i	-11
Cc1cccc(S(=O)(=O)Nc2ccc(C)c3c2OC(C)(C)C3)c1	i	27	8	-1	-2.0	1179	5%	1.3	1.4	4.5	-0.0079	0.48	0.38	-1.2	2%	i	+	-1.0*
CC(C)COC(=O)CNc1n[nH]c(=S)[nH]c1=O	i	19	-7	3	4.1	894	0%	1.4	1.4	6.7	-0.45	-0.14	-0.13	0.49	-21%	i	i	3
CCC(c1nnnn1CS(=O)(=O)c1ccc(C)cc1)N1CCN(c2nc3ccccc3s2)CC1 (stereo unspecified)	i	14	36	16	-1.6	1194	2%	1.6	0.9	8.2	0.65	-0.2	0.074	0.025	-1%	i	i	7
O=C(CN1CCCc2ccccc21)NCCc1ccc(Cl)cc1	i	47	16	-18	-0.5	1060	2%	1.0	1.4	4.4	0.031	-0.28	-0.26	1.1	13%	i	i	5
COC(CNc1cc(=O)oc2ccccc12)OC	i	39	-5	4	-2.8	1226	-1%	1.8	0.9	0.7	3.4	0.015	2.5	-1.8	11%	i	i	30
CC(C)C(NC(=O)/C=C/c1ccc(F)cc1)C(C)C	i	42	8	10	-1.2	1310	2%	1.8	1.7	5.5	0.2	-0.2	0.095	-0.38	8%	i	i	-7
C=CCn1c(SCCCCCC)nc(O)cc1=O	i	5	-5	-37	-0.5	1027	5%	3.9	1.4	3.5	-0.2	-0.19	-0.019	-0.24	47%	i	i	-2
CCOc1ccc(NC(=O)c2ccc(C#CC(C)(C)O)cc2)cc1	i	26	-3	4	-1.4	1074	3%	2.5	2.1	4.3	-0.42	-0.18	-0.51	-0.36	9%	i	i	-21
O=C(NN1CCN(Cc2ccccc2Cl)CC1)c1ccc(Br)cc1	i	22	-22	6	2.2	952	4%	2.8	2.4	6.7	0.24	-0.31	0.38	0.21	-2%	i	i	1
CC(C)c1cc(C(=O)N2CCN(C(c3ccccc3)c3ccccc3)CC2)no1	i	52	57	-2	-3.5	525	-3%	1.8	2.0	6.7	-0.73	-0.28	0.46	0.29	-14%	i	i	3
CCOc1ccc(N(CC(=O)Nc2ccc3c(c2)OCCO3)S(=O)(=O)c2c(C)noc2C)cc1	i	42	18	10	.	.	2%	6.4	6.4	0.6	0.1	-0.042	0.31	-0.62	16%	i	i	4
CC(C)(C)C1CCc2[nH]nc(C(=O)O)c2C1 (stereo unspecified)	i	37	-5	0	.	.	-4%	1.5	1.9	6.3	2.4	-0.053	1	-0.46	20%	i	i	-2
Cc1cc(C)c2oc(C(=O)N(Cc3cccs3)C3CCS(=O)(=O)C3)cc(=O)c2c1 (stereo unspecified)	i	53	.	.	0.1	1263	3%	.	.	.	-0.39	-0.27	0.38	0.093	19%	i	.	.

No enrichment for hits (roughly 4.4% active in at least one column).
